From PubChem BioAssay
ABCG2 block: blocks JC-1 efflux by human ABCG2 transporter. Q9UNQ0. IgMXP3 cells, flow cytometry. inhibition, % at 6.6 µM. 190,000 tested, 0.1% active. AID 1325;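 active = inhibition above 80%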;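 note: 0% = DMSO and 100% = nicardipine control wells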
Target sequence (Q9UNQ0 whole entry, looked up): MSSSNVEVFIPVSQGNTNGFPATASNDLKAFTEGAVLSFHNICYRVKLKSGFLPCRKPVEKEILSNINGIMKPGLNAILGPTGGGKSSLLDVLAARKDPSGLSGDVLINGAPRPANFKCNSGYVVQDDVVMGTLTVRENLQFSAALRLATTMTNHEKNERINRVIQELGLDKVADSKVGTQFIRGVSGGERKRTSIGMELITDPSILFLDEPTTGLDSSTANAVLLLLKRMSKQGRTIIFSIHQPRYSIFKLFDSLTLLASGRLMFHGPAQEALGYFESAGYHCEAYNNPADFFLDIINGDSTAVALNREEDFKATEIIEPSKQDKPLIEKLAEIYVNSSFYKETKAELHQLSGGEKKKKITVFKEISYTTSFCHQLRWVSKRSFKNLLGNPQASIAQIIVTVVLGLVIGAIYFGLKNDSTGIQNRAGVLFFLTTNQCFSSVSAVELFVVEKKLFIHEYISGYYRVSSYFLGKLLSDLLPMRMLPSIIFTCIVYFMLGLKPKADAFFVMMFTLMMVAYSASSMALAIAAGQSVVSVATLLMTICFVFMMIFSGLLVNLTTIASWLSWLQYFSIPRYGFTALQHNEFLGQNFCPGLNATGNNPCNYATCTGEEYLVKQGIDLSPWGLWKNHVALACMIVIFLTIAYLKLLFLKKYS
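test system = two drug-resistant human cell lines, ABCG2 and ABCB1 | amount = 3 million cells/mL final, two lines in 1:1 ratio | reagent = JC-1 transporter substrate | doses = one concentration, 6.6 µM final | incubation = 10 min at 25 °C | signal = flow cytometric JC-1 green MFI at 530 nm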
Bcl-W Bim block: disrupts Bim peptide binding to human Bcl-W; bead-based flow cytometry; inhibition, % at 10 µM; 190,000 tested, 0.02% active;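 note: 0% = bound tracer without compound and 100% = peptide blocker; higher means less fluorescent Bim peptide bound to Bcl-W beads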
RGS8-Gao reg: human RGS8-Galphao interaction regulation. multiplexed bead flow cytometry, RGS8-Galphao binding; actives lie on both sides. 220,000 tested, 0.34% active. P09471. response (percent of control binding), % at 10 µM. AID 1423; in the data active = response below about 60% or above about 140%; inactive = in between;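 note: Galphao activated as the GDP aluminium fluoride complex binding bead-coupled RGS8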
ABCB1 inh: human ABCB1 inhibition, ABCG2 as counter-screen; CCRF-Adr cells, JC-1 efflux, flow cytometry; inhibition, % at 6.6 µM; 190,000 tested, 0.067% active; AID 1326; in the data active = inhibition above about 40%;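 note: 0% = vehicle and 100% = reference inhibitor; higher value means more JC-1 retained so stronger ABCB1 efflux block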
Bcl-B Bim block: disrupts Bim peptide binding to human Bcl-B. inhibition, % at 10 µM. bead-based flow cytometry. 190,000 tested, 0.073% active. Q9HD36;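 note: 0% = tracer peptide without compound and 100% = reference inhibitor peptide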
RGS4-Gao reg: human RGS4-Galphao interaction regulation; Multiplexed bead flow cytometry, RGS4-Galphao binding; actives lie on both sides; binding response (% of control), % at 10 µM; 220,000 tested, 0.33% active; AID 1415; in the data active = binding response below about 49% or above about 150%; inactive = in between;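 note: fluorescent Galphao activated with aluminum fluoride binding bead-coupled RGS4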
RGS7-Gao: modulates binding of RGS7 to human Galphao; binding response (% of control), % at 10 µM; 220,000 tested, 0.35% active; Multiplexed bead flow cytometry; actives lie on both sides; P09471; in the data active = binding response below about 49% or above about 150%; inconclusive = no clear call, values can overlap the other calls; inactive = in between;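 note: fluorescent Galphao held in activated GDP-AlF4 state binding bead-coupled RGS7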
Bfl-1 Bim block: disrupts Bim binding to human Bfl-1. Q16548. Bead-based flow cytometry, Bim-Bfl-1 binding inhibition. inhibition, % at 10 µM. 190,000 tested, 0.12% active;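 note: 0% = wells without compound plus tracer and 100% = blocker peptide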
Bcl-2 Bim block: human Bim-Bcl-2 interaction inhibition. P10415. Bead-based flow cytometry, Bim peptide-Bcl-2 binding. inhibition, % at 10 µM. 190,000 tested, 0.06% active; in the data active = inhibition above about 40%; inconclusive = no clear call, values can overlap the other calls;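 note: 0% = no compound wells with probe peptide and 100% = reference peptide inhibitor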
Target sequence (P10415 whole entry, looked up): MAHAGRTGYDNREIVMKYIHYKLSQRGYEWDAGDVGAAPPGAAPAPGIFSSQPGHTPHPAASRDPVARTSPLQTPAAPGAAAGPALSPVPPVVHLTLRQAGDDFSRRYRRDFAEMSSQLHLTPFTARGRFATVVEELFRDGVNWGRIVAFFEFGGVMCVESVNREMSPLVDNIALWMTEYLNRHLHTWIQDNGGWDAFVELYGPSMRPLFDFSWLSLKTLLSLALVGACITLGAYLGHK
Mcl-1 Bim block: human Bim-Mcl-1 interaction inhibition; Q07820; Bead-based flow cytometry, Bim peptide-Mcl-1 binding; inhibition, % at 10 µM; 190,000 tested, 0.1% active;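 note: 0% = no compound tracer wells and 100% = peptide blocker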
Bcl-XL Bim block: disrupts Bim peptide binding to human Bcl-XL; Q07817; bead flow cytometry, fluorescence; inhibition, % at 10 µM; AID 1007; 190,000 tested, 0.04% active
* marks the source's active call; other numbers are inactive results; ? = inconclusive; · = not tested or not shown. Cut-off read from the data, not from the text of the source, unless noted: active = inhibition above about 40%.

Letter code – A = ABCG2 block; B = Bcl-W Bim block; C = RGS8-Gao reg; D = ABCB1 inh; E = Bcl-B Bim block; F = RGS4-Gao reg; G = RGS7-Gao; H = Bfl-1 Bim block; I = Bcl-2 Bim block; J = Mcl-1 Bim block; K = Bcl-XL Bim block
COc1cc(C(=O)OCC(=O)NC2CCS(=O)(=O)C2)c([N+](=O)[O-])cc1OC (stereo unspecified)
  A: 1; B: -3; C: 99; D: -0.5; E: -4; F: 100; G: 97; H: -3; I: -7; J: -3; K: -5
Cc1nonc1NC(=O)OC1CCCCC1
  A: 1; B: 0; C: 105; D: 0.1; E: 2; F: 101; G: 98; H: -1; I: -2; J: 0; K: 0
COc1ccc(-n2c(Cc3cc(=O)[nH]c(=O)[nH]3)nnc2SCC(=O)Nc2ccccc2)cc1
  A: 2; B: -2; C: 102; D: 0.6; E: -8; F: 101; G: 99; H: -13; I: -12; J: -2; K: -4
O=C(N/N=C/c1ccc(O)cc1)c1cc[n+](Cc2ccccc2)cc1
  A: 14; B: -2; C: 91; D: 1.1; E: -1; F: 102; G: 96; H: -1; I: -5; J: 12; K: -1
CCOc1cc(N2CCOCC2)c(OCC)cc1NC(=O)COC(=O)c1cc(C)cc(C)c1
  A: 106*; B: -4; C: 100; D: 3.6; E: -11; F: 100; G: 98; H: -3; I: -8; J: -6; K: -10
Cc1ccc(-c2nnc(N3CCN(C(=O)CN4CCOCC4)CC3)c3ccccc23)cc1
  A: 1; B: -2; C: 97; D: 0.1; E: -10; F: 99; G: 97; H: -12; I: -13; J: -3; K: -6
Cc1cccc(OCc2nc(-c3ccc(-n4cccc4)cc3)no2)c1
  A: 1; B: -1; C: 102; D: 0.2; E: -8; F: 101; G: 100; H: -10; I: -7; J: -3; K: -4
CC(C)c1ccc(CNc2nc3nc4c(c(=O)n3[nH]2)CCC4)cc1
  A: 0; B: 0; C: 99; D: 0.2; E: -2; F: 99; G: 99; H: -3; I: 0; J: 0; K: -1
Cc1cccc2sc(NS(C)(=O)=O)nc12
  A: 1; B: -1; C: 100; D: 0.2; E: -1; F: 102; G: 97; H: -3; I: -1; J: -1; K: -2
Cc1ccc(SCC(=O)Nc2ccc(N3CCOCC3)cc2)c(C)c1
  A: 6; B: -1; C: 97; D: 0.1; E: -3; F: 95; G: 99; H: -4; I: -1; J: 0; K: -1
CC(=O)NCCn1c(SCC#N)nc2ccccc2c1=O
  A: 3; B: -1; C: 104; D: 0.9; E: -3; F: 101; G: 100; H: 0; I: -2; J: -3; K: -5
CCOC(=O)N1CCc2c(sc(NC(=O)CN3CCOCC3)c2C(=O)Nc2ccccc2)C1
  A: 10; B: 1; C: 100; D: 5.2; E: -10; F: 96; G: 89; H: 0; I: -4; J: -1; K: -5
CC1CC(C(F)(F)C(F)(F)F)n2nc(C(=O)O)cc2N1 (stereo unspecified)
  A: 2; B: 2; C: 101; D: 0.1; E: -5; F: 102; G: 102; H: -12; I: -5; J: 0; K: -5
Cc1ccc(NC(=O)c2ccc3ccccc3n2)nc1
  A: 31; B: -1; C: 100; D: 1.0; E: -5; F: 102; G: 102; H: -17; I: -11; J: -2; K: -4
CC(=O)Nc1cc(NC(=O)C2C3C=CC(C3)C2C(=O)O)ccc1Cl (stereo unspecified)
  A: -4; B: -6; C: 96; D: -0.6; E: -4; F: 97; G: 95; H: -18; I: -11; J: -5; K: -10

Brought forward from above: three compounds; new compounds follow.
Letter code – A = ABCG2 block; B = Bcl-W Bim block; C = RGS8-Gao reg; D = ABCB1 inh; E = Bcl-B Bim block; F = RGS4-Gao reg; G = RGS7-Gao; H = Bfl-1 Bim block; I = Bcl-2 Bim block; J = Mcl-1 Bim block; K = Bcl-XL Bim block
CC1CC(C(F)(F)C(F)(F)F)n2nc(C(=O)O)cc2N1 (stereo unspecified)
  A: 2; B: 2; C: 101; D: 0.1; E: -5; F: 102; G: 102; H: -12; I: -5; J: 0; K: -5
Cc1ccc(NC(=O)c2ccc3ccccc3n2)nc1
  A: 31; B: -1; C: 100; D: 1.0; E: -5; F: 102; G: 102; H: -17; I: -11; J: -2; K: -4
CC(=O)Nc1cc(NC(=O)C2C3C=CC(C3)C2C(=O)O)ccc1Cl (stereo unspecified)
  A: -4; B: -6; C: 96; D: -0.6; E: -4; F: 97; G: 95; H: -18; I: -11; J: -5; K: -10
CC(/C=N\Nc1nnc2c(n1)[nH]c1c(C)cccc12)=C\c1ccco1
  A: 1; B: 0; C: 99; D: 0.0; E: -6; F: 86; G: 94; H: -7; I: -5; J: 0; K: 1
CC(O)(C#CCN1CCCCC1)c1ccccc1 (stereo unspecified)
  A: -1; B: 0; C: 106; D: -0.1; E: 0; F: 99; G: 95; H: 1; I: 3; J: 0; K: 0
CC(=O)NC(Cc1ccc(C)cc1)C(=O)NC1CCN(C(=O)c2cnccn2)CC1 (stereo unspecified)
  A: 11; B: 1; C: 101; D: -0.7; E: -6; F: 103; G: 103; H: -13; I: -12; J: -2; K: -7
Cc1ccc(CNC(=S)N2CCOCC2)cc1
  A: 0; B: 0; C: 102; D: 0.0; E: -4; F: 100; G: 101; H: -11; I: -3; J: 0; K: -1
CCC(Sc1nc2cc(OC)c(OC)cc2c(=O)n1CCc1ccc(OC)c(OC)c1)C(=O)NCCOC (stereo unspecified)
  A: 3; B: -3; C: 104; D: 1.1; E: -8; F: 105; G: 108; H: -5; I: -7; J: -4; K: -3
COc1ccc(C2C(=O)N(C3CCCCC3)CC(=O)N2Cc2ccco2)cc1 (stereo unspecified)
  A: 1; B: 0; C: 94; D: 1.1; E: -7; F: 101; G: 96; H: -12; I: -6; J: 1; K: -3
COCc1cc(=O)[nH]c(SCC(=O)Nc2ccccc2)n1
  A: 3; B: 1; C: 100; D: 0.9; E: 0; F: 103; G: 95; H: 0; I: 0; J: -1; K: 0
CCN1CCN(CCNC(=O)c2ccc(CS(=O)(=O)c3ccccc3C)o2)CC1
  A: 1; B: -4; C: 131; D: 0.3; E: -8; F: 113; G: 120; H: -4; I: -4; J: -4; K: 0
CCCCNCCOCCOc1ccc(Cl)cc1Br
  A: ·; B: -1; C: 98; D: ·; E: -3; F: 96; G: 95; H: 0; I: 0; J: 1; K: 0
Cc1ccc(C(=O)Nc2ccncc2)o1
  A: 9; B: 2; C: 101; D: 4.8; E: -3; F: 98; G: 98; H: -10; I: -8; J: 0; K: -1
C/C(CC(=O)Nc1ccc(C)c(Cl)c1)=N\NC(=O)Cc1cnc(N)s1
  A: 0; B: -1; C: 104; D: -0.1; E: -4; F: 101; G: 104; H: -8; I: -2; J: -3; K: -1
CCc1nnc(NC(=O)C2CCCN(c3nc(C)cc(C)n3)C2)s1 (stereo unspecified)
  A: 7; B: 2; C: 101; D: 1.1; E: -7; F: 97; G: 101; H: -10; I: -5; J: 0; K: 7
CCC(C)NC(=O)CSc1nc(-c2cccs2)cc(C(F)(F)F)n1 (stereo unspecified)
  A: 4; B: 4; C: 95; D: 0.5; E: -8; F: 92; G: 93; H: -10; I: -4; J: 4; K: 6
CC1CCC2(CC1)NC(=O)N(NC(=O)CCl)C2=O (stereo unspecified)
  A: 10; B: 0; C: 105; D: 0.6; E: -1; F: 100; G: 98; H: -3; I: -4; J: 2; K: -2
O=C(NCc1ccoc1)c1ccc(NC(=O)c2ccccc2Cl)cc1
  A: 4; B: -1; C: 96; D: 0.2; E: -10; F: 97; G: 94; H: -7; I: -8; J: 5; K: -7

Letter code – A = ABCG2 block; B = Bcl-W Bim block; C = RGS8-Gao reg; D = ABCB1 inh; E = Bcl-B Bim block; F = RGS4-Gao reg; G = RGS7-Gao; H = Bfl-1 Bim block; I = Bcl-2 Bim block; J = Mcl-1 Bim block; K = Bcl-XL Bim block
N#Cc1c(/N=C/c2ccc(Br)s2)sc2c1CCC2
  A: 0; B: -3; C: 101; D: -0.6; E: -7; F: 98; G: 98; H: 1; I: 0; J: -1; K: -2
Cc1ccnc(NC(=O)/C=C/c2cccs2)c1
  A: 16; B: -2; C: 102; D: 0.4; E: -6; F: 101; G: 101; H: -4; I: -5; J: -2; K: -6
CCOc1ccccc1C(=O)N1CCN(C(c2ccccc2)c2ccccc2)CC1
  A: 1; B: -5; C: 98; D: 0.6; E: -1; F: 101; G: 100; H: -2; I: -1; J: -1; K: -3
CCCN(CCC)CCCNC(=O)CNC(=O)c1nn(-c2ccc(OC)cc2)c(=O)c2ccccc12
  A: 5; B: -2; C: 102; D: 1.2; E: -2; F: 103; G: ?; H: -6; I: -2; J: 0; K: 0
O=C(NC1(C(F)(F)F)N=C2SCCN2C1=O)c1cccnc1 (stereo unspecified)
  A: 1; B: 0; C: 94; D: 1.2; E: 0; F: 100; G: 99; H: 0; I: 1; J: -1; K: 1
COc1ccc(C(=O)N(CN2CCCC2=O)c2ccccc2OC)cc1OC
  A: 0; B: 0; C: 101; D: 0.2; E: -1; F: 99; G: 98; H: -9; I: -3; J: 2; K: 0
O=C(CCC1CCCN(Cc2ccc3c(c2)CCO3)C1)NCc1ccc(F)c(F)c1 (stereo unspecified)
  A: 1; B: -2; C: 102; D: -0.2; E: -4; F: 98; G: 97; H: -6; I: -3; J: 1; K: -5
Cc1ccc(SCC(=O)N2CCOCC2)cc1
  A: 8; B: -2; C: 105; D: 0.7; E: -7; F: 103; G: 101; H: -19; I: -7; J: -3; K: -8
COC(=O)COc1cccc2c(=O)n(CC(=O)NCCc3ccc(OC)c(OC)c3)ccc12
  A: 1; B: 0; C: 100; D: 0.6; E: 0; F: 110; G: 109; H: 2; I: 1; J: 0; K: -2
O=C(NCC1CCCO1)C1CCN(C2CCN(C(=O)Cc3ccsc3)CC2)CC1 (stereo unspecified)
  A: 11; B: -3; C: 104; D: 0.9; E: -5; F: 108; G: 113; H: -7; I: -2; J: 0; K: -3
CCC(C)N(NC(C)=O)c1nc(Cl)nc(NC(C)(C)C)n1 (stereo unspecified)
  A: 8; B: 1; C: 98; D: 1.2; E: -6; F: 90; G: 97; H: -12; I: -10; J: -2; K: -5
CN(C)c1ccc(/C=N/NC(=S)NCc2ccco2)cc1
  A: 13; B: -3; C: 102; D: 1.1; E: -8; F: 100; G: 100; H: 0; I: -2; J: 0; K: 0
O=C(Cc1ccccc1)NNc1c2ccccc2nc2ccccc12
  A: 10; B: -1; C: 96; D: 0.4; E: 0; F: 93; G: ?; H: -2; I: 0; J: -1; K: -2
O=C(COC(=O)CCN1C(=O)c2cccc([N+](=O)[O-])c2C1=O)NC1CCS(=O)(=O)C1 (stereo unspecified)
  A: 2; B: 1; C: 106; D: 0.3; E: -7; F: 107; G: 108; H: -9; I: -1; J: -1; K: 0
COc1ccc(CNC(=O)C(=O)NCc2ccncc2)cc1
  A: 0; B: -1; C: 100; D: 0.2; E: -1; F: 97; G: ?; H: -3; I: -1; J: 0; K: 0
Cc1cccc(/C=N/Nc2cc(N3CCOCC3)nc(N3CCOCC3)n2)c1
  A: 16; B: -1; C: 98; D: 2.5; E: -4; F: 99; G: 99; H: 4; I: -1; J: -6; K: -2
